FLuc inh: Firefly luciferase inhibition profiling of diverse chemical library using quantitative high-throughput screening. Luciferin 4-monooxygenase (Photinus pyralis), P08659. purified P. pyralis luciferase, luminescence, biochemical. Potency, µM (highest dose often 115 µM), for the others: top-dose activity change, negative = inhibition, actives largely listed as inhibitors. hit rate 2.5% among 76,000. AID 1347043, 2019; further: potency means the concentration at half of the fitted maximal effect; nearly all actives have a fitted effect of over 65% in size
Target sequence (P08659 whole entry, looked up): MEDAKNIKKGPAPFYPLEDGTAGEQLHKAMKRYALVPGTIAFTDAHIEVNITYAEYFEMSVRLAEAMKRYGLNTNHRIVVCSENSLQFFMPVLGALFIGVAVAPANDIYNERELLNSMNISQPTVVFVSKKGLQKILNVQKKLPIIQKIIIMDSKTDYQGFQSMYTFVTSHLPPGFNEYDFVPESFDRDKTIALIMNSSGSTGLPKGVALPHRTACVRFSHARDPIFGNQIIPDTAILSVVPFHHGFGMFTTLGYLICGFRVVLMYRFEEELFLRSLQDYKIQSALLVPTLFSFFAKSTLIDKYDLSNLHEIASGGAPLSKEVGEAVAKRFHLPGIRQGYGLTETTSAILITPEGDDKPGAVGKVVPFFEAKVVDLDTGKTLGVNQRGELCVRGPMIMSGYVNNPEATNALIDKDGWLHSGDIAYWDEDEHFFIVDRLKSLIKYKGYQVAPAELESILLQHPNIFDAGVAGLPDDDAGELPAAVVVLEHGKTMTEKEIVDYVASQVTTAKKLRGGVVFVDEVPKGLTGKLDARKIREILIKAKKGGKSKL
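Luminescence read by CCD imager after adding enzyme (10nM final) to wells holding compound, titrated in qHTS. Substrates 10uM each D-luciferin and ATP; buffer 50mM Tris acetate pH 7.5, 10mM Mg acetate, Tween-20, BSA.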
3T3 cytotox: Cytotoxic Profiling in NIH 3T3 Cell Line of Diverse Libraries Using Quantitative High-Throughput Screening. NIH 3T3 viability, CellTiter-Glo ATP luminescence, 48-72 h. Potency, µM (titrated, usually from 96.7 µM), for inactives: at the top dose activity change, negative = cytotoxicity, most hits filed as inhibitors. hit rate 4.3% among 94,000. AID 1345082, 2018; further: potency means the concentration at half of the fitted maximal effect; nearly all actives have a fitted effect of over 55% in size
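Viability of NIH 3T3 cells after 48 or 72 hr compound treatment at 37 °C was assessed by CellTiter-Glo, with luminescence imaged following a 10 min room-temperature step.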
IP6K1 inhibitor: Primary qHTS assay for small molecule inhibitors of Inositol hexaphosphate kinase 1 (IP6K1). AID 1645851, 2021. Inositol hexakisphosphate kinase 1 (Homo sapiens), Q92551. IP6K1 kinase, ADP-Glo luminescence, 2 h; active compounds read low. hit rate 0.81% among 140,000. activity change, % (series mostly up to about 58 µM); in the data active means activity change below about -25%
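ADP-Glo luminescence measures ADP made by human IP6K1 during a 2 h RT reaction with ATP/IP6 (mix at 1.3 mM/130 uM); top library doses 57.5 and 19.1 uM final.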
SNCA viab count: GF-AFC viability counterscreen for inhibitors of alpha-synuclein gene (SNCA) expression. HEK-293-SNCA-luc viability, GF-AFC fluorescence, 24 h. Potency, µM (series often up to 57.1 µM), inactives show at the top dose activity change, negative = cytotoxicity, most hits filed as cytotoxic. hit rate 0.12% among 150,000;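 further: potency means the concentration at half of the fitted maximal effect; 0% = DMSO-treated cells and -100% = medium-only wells without cells; nearly all actives have a fitted effect of over 30% in size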
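Cytotoxicity counterscreen: after 24 h compound treatment of genome-edited SNCA-luciferase HEK-293 cells, live-cell protease substrate GF-AFC read by fluorescence after 30 min; activity scaled between DMSO (0%) and medium-only (-100%), curves Hill-fitted.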
SNCA expr inhib: Primary qHTS assay for inhibitors of alpha-synuclein gene (SNCA) expression. HEK-293 SNCA-luciferase knock-in, luminescence, 24 h. hit rate 0.17% among 140,000. AID 1671194, 2021. Potency, µM (doses to about 57.2 µM), for the others: at the highest dose activity change, negative = inhibition, actives largely listed as inhibitors;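 further: potency means the concentration at half of the fitted maximal effect; plate controls were DMSO cells for no effect and cell-free wells for full effect; nearly all actives have a fitted effect of over 45% in size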
HEK293 tox: Cytotoxic Profiling in HEK 293 Cell Line of Diverse Libraries Using Quantitative High-Throughput Screening | Potency, µM (highest dose often 115 µM), without a hit: at the highest dose activity change, negative = cytotoxicity, hits mostly inhibitors | HEK 293 viability, ATP luminescence (CellTiter-Glo), 48-72 h | AID 1345083, 2018 | hit rate 6.6% among 94,000; further: potency means the concentration at half of the fitted maximal effect; nearly all actives have a fitted effect of over 60% in size
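ATP-coupled CellTiter-Glo luminescence served as viability read-out, recorded 10 min after reagent addition at room temperature. HEK 293 cells, 250 cells/well, had been incubated with pintool-transferred compound for 48 or 72 hr at 37 degree Celsius.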
GPT2 inhibitor: Primary qHTS assay for inhibitors of Glutamate pyruvate transaminase 2 (GPT2). hit rate 0.25% among 100,000. Alanine aminotransferase 2 (Homo sapiens), Q8TD30. AID 1671188, 2021. Potency, µM (titrated, usually from 57.7 µM), without a hit: at the top dose activity change, negative = inhibition, hits mostly inhibitors. Recombinant GPT2, coupled pyruvate oxidase/HRP Amplex Red fluorescence; further: potency means the concentration at half of the fitted maximal effect; nearly all actives have a fitted effect of over 60% in size; many of its hits are not listed in these tables
Target sequence (Q8TD30 whole entry, looked up): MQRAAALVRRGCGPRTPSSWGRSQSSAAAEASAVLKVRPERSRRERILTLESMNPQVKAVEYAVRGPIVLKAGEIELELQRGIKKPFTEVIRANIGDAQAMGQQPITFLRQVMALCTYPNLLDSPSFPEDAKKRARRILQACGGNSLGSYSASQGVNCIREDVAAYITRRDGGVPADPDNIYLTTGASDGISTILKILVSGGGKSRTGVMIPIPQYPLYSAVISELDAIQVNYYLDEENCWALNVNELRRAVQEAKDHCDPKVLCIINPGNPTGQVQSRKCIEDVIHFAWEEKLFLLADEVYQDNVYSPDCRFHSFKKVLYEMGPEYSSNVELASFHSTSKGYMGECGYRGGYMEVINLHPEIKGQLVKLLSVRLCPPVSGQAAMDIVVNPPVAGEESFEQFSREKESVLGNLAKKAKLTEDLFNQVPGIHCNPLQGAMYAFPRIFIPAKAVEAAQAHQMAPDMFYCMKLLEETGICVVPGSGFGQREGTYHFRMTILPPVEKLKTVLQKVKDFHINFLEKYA
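Fluorescence of coupled pyruvate oxidase/HRP/Amplex Red system (50uM Amplex, 30 min, dark) reports pyruvate formed by GPT2. Enzyme reaction: 10ng/uL GPT2, 2mM L-alanine, 250uM a-KG, 30 min room temperature, pH 7.5; 50uM AOA control.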
* hit, by the source's call; i = inactive; ? = inconclusive; nt = not tested or not shown; & = joins results of further samples; [ ] = remark or other dose. Unless noted, the call rests on the fitted dose curve; in most records, active means well fitted curve in the direction sought with a large enough effect; inconclusive means small, poorly fitted or top-dose-only effect, or another doubt; inactive means no such curve, though single readings can be large; an effect the other way counts as inactive or inconclusive. Unless noted, on the % scale 0 is the no-effect control and ±100 the full control effect.

molecule,FLuc inh,3T3 cytotox,IP6K1 inhibitor,SNCA viab count,SNCA expr inhib,HEK293 tox,GPT2 inhibitor
CCc1ccccc1OCC(=O)c1ccc2c(c1)N(CCCC(=O)NCC1CCCO1)C(=O)CO2 (stereo not given),-9%,-12%,5,1%,5%,-25%,?
Cc1ccc(Cc2nc(C3CC(=O)N(c4ccc(Cl)cc4)C3)no2)cc1 (stereo not given),-4%,?,2,4%,1%,?,i
Cc1ccc2nc(Cl)c3cc(C(=O)N(C)C4CCCCC4)sc3c2c1,nt,nt,2,5%,-10%,nt,nt
O=C(Cc1ccc(Br)cc1)N1CCCN(c2cc(-c3ccc(F)cc3)[nH]n2)CC1,-9%,?,14,?,3%,?,?
COc1ccc(-c2noc(CSc3nnc(-c4ccncc4)n3-c3ccc(OC)cc3)n2)cc1,nt,nt,-6,5%,17%,nt,nt
COc1ccc(-c2noc(-c3ccc(NC4CCCCC4)c([N+](=O)[O-])c3)n2)cc1,nt,nt,-3,3%,21%,nt,nt
COCCNC(=O)C1CCCN1C(=O)c1cccc(-c2ccccn2)c1 (stereo not given),nt,-17%,8,0%,?,-3%,2%
COCC[C@]1(O)CCN(C(=O)CN2C(=O)CNC2=O)C[C@H]1C,0%,-8%,-2,7%,30%[activator],-22%,-57%
Cc1ccccc1-n1c([C@H](C)Nc2nc(N)nc3nc[nH]c23)nc2cccc(C)c2c1=O,nt,nt,2,-38%,nt,nt,i
COc1ccc(N2CCN(c3nc(C(=O)NCc4ccc(C)cc4)cs3)CC2)cc1,6%,-22%,-12,-17%,?,28µM*,-19%

Next section (2 carried over from the part before).
molecule,FLuc inh,3T3 cytotox,IP6K1 inhibitor,SNCA viab count,SNCA expr inhib,HEK293 tox,GPT2 inhibitor
Cc1ccccc1-n1c([C@H](C)Nc2nc(N)nc3nc[nH]c23)nc2cccc(C)c2c1=O,nt,nt,2,-38%,nt,nt,i
COc1ccc(N2CCN(c3nc(C(=O)NCc4ccc(C)cc4)cs3)CC2)cc1,6%,-22%,-12,-17%,?,28µM*,-19%
COc1cccc(CN(C)C2CCc3ccccc32)c1 (stereo not given),-1%[172 µM],?,-4,0%[87.6 µM],34%[activator][87.6 µM],?,i
COc1cccc(-c2nnc(-c3cc4cc(Cl)ccc4oc3=O)o2)c1,nt,nt,42,2%,-4%,nt,nt
O=C(N[C@H]1CO[C@H]2[C@@H]1OC[C@@H]2n1cc(-c2ccccc2)nn1)c1ccc(C(F)(F)F)cc1,1%,?,-13,-3%,-16%,40µM*,4%
Cc1nonc1CC(=O)N1CCCC(c2n[nH]c(=O)n2-c2ccccc2)C1 (stereo not given),7%,-16%,19,1%,2%,1%,3%
Cc1ccc(N2CCn3c2nc2c3c(=O)n(CCCc3ccccc3)c(=O)n2C)cc1C,nt,nt,23,-5%,?,nt,nt
CN(C)Cc1nc(C(=O)N2CCCn3nc(CO)cc3C2)cs1,-2%,2%,17,6%,-3%,-3%,-5%
Cc1ccc(CN2CCOC[C@H]2c2ncc(-c3cccc(F)c3)[nH]2)cc1,8%[172 µM],79µM*,-16,-15%[87.6 µM],?,71µM*,0%[88.5 µM]
C[C@@H]1CN(C(=O)c2cc(-c3ccsc3)n[nH]2)CC[C@@]1(O)C1CCOCC1,7%,-12%,-2,-1%,9%,-28%,3%
COc1ccc(CNC(=O)CSc2n[nH]c(-c3ccc(F)cc3)n2)cc1,nt,nt,10,-11%,6%,nt,nt
O=C(NC1CC1)c1nc2sccn2c1Br,-4%[172 µM],-8%[138 µM],10,-3%[87.6 µM],4%[87.6 µM],i,i
O=C(NCCSc1c(-c2ccccc2)[nH]c2ccccc12)c1ccc(S(=O)(=O)N2CCOCC2)cc1,nt,nt,-8,-4%,-12%,nt,nt
Cc1nc(CNC(=O)c2cn[nH]c2-c2ccccc2)cc(=O)[nH]1,-6%,-1%,12,0%,-24%,-14%,-12%
Cn1cc(-c2cccc(OC(F)(F)F)c2)c2nc(CN3CCNC(=O)C3)cn2c1=O,-15%[172 µM],100µM*,3,15%[87.6 µM],37%[activator][87.6 µM],-24%[172 µM],-49%[88.5 µM]
CCCc1ccc([S+](=O)([O-])N2CCC3(CC2)[C@H](C(=O)OCC)[C@@H](O)C(=O)N3C)cc1,nt,?,-10,nt,nt,-30%,nt
O=C(/C=C\c1ccc2c(c1)OCO2)NC1CC(=O)N(c2cccc(F)c2)C1 (stereo not given),nt,nt,20,1%,47%[activator],nt,nt
CCc1ccccc1Nc1nn2c(=O)c3ccc(C(=O)NC4CCC(C)CC4)cc3nc2s1 (stereo not given),nt,nt,-5,-15%,1%,nt,nt
O=C(N[C@H]1CO[C@H]2[C@@H]1OC[C@H]2OCc1ccccc1)c1ccccc1,1%[172 µM],?,-12,4%[87.6 µM],22%[87.6 µM],-7%[172 µM],i
COc1ccc(Nc2ccc3c(n2)CN(Cc2ccccc2C)C(=O)CO3)cn1,-3%[172 µM],?,-11,-27%[87.6 µM],-18%[87.6 µM],100µM*,3%[88.5 µM]
CS(=O)(=O)NC[C@H]1Cn2c(-c3ccc(F)cc3)cnc2CO1,?,-4%[138 µM],0,2%[87.6 µM],10%[87.6 µM],1%[172 µM],-3%[88.5 µM]
Cc1nn(C(=O)c2ccccc2)c(C)c1S(=O)(=O)N1CCCCCC1,nt,nt,8,0%,11%,nt,nt
CN1C[C@@H](NS(=O)(=O)c2ccc(C#N)cc2)C[C@H]1c1nc(-c2cccnc2)no1,-7%[172 µM],-3%[174 µM],-11,2%[87.6 µM],7%[87.6 µM],?,-4%[88.5 µM]
O=C(CCC1CCCC1)N1CCC2(CC1)CC(N(C(=O)c1ccccc1)C1CC1)CCO2 (stereo not given),6%,?,-1,-8%,-15%,?,i
CC(=O)c1cc(C(=O)Nc2cccc(C)c2)c2ccccn12,nt,nt,6,-18%,109%[activator],nt,nt
COc1cc(C2CC(=O)Nc3c2c(C)nn3-c2nc(C)cc(C)n2)cc(OC)c1O (stereo not given),nt,nt,1,-16%,2%,nt,nt
CCN1CC(CN(C)Cc2nc(Cc3cccc(F)c3)no2)CC1=O (stereo not given),2%,i,6,-12%,-17%,3%,i
CCOc1ccc(NC(=O)Cn2cc(S(=O)(=O)c3ccc(C)cc3)c(=O)c3cc(F)ccc32)cc1,nt,nt,-1,-21%,-15%,nt,nt
COc1cccc(-c2cc(=O)c3ccccc3o2)c1N,nt,nt,nt,-6%&0%,-17%&-9%,nt,i
CCc1nnsc1C(=O)NC(C)c1cnn(-c2ccccc2C)c1C (stereo not given),-2%,-42%,11,-10%,-14%,?,-27%
COc1cccc(-c2cc3c(=O)n(CCNC(=O)c4ccc(C(C)(C)C)cc4)ccn3n2)c1,-6%,-23%,-14,-16%,-13%,?,i
O=C1NCCCCCCN(C(=O)CC2CCCCC2)[C@H]2C[C@H](c3nc(-c4cnccn4)no3)C[C@@H]12,-5%,-27%,2,-23%,17%,?,2%

Three compounds picked at random from those above:
molecule,FLuc inh,3T3 cytotox,IP6K1 inhibitor,SNCA viab count,SNCA expr inhib,HEK293 tox,GPT2 inhibitor
COc1cccc(-c2cc(=O)c3ccccc3o2)c1N,nt,nt,nt,-6%&0%,-17%&-9%,nt,i
COc1cc(C2CC(=O)Nc3c2c(C)nn3-c2nc(C)cc(C)n2)cc(OC)c1O (stereo not given),nt,nt,1,-16%,2%,nt,nt
CCOc1ccc(NC(=O)Cn2cc(S(=O)(=O)c3ccc(C)cc3)c(=O)c3cc(F)ccc32)cc1,nt,nt,-1,-21%,-15%,nt,nt

Additional compounds.
molecule,FLuc inh,3T3 cytotox,IP6K1 inhibitor,SNCA viab count,SNCA expr inhib,HEK293 tox,GPT2 inhibitor
COc1ccc(-c2cc(N3CCN(C(=O)c4ccncc4)CC3)n[nH]2)cc1,1%,-17%,23,7%,41%[activator],-19%,-9%
O=C(NCCc1nccs1)c1cn(CCN2CCNCC2)nn1,-1%,-2%,16,2%,?,1%,-21%
O=C(NCC1CC1)c1ccc2nnc(-c3cncc(Cl)c3)n2c1,nt,-4%[138 µM],13,5%[87.6 µM],13%[87.6 µM],0%[172 µM],i
CNCc1cn(C[C@H]2O[C@@H](CC(=O)NCc3ccc(F)cc3)[C@H](O)[C@@H]2O)nn1,9%[172 µM],i,-10,-1%[87.6 µM],-1%[87.6 µM],-4%[172 µM],3%[88.5 µM]
CN(Cc1cc(C[C@@H]2C[C@H](NCc3ncc[nH]3)C2(C)C)no1)c1ccccc1,?,100µM*,-5,-9%[87.6 µM],1%[87.6 µM],63µM*,3%[88.5 µM]
CCOC(=O)c1oc2ccc(S(=O)(=O)N3CCCCCCNC(=O)[C@@H]4CCC[C@@H]43)cc2c1C,1%,-26%,-6,1%,22%,?,-8%
Cc1ccc(N2CC(c3noc(-c4ccncc4)n3)CC2=O)cc1 (stereo not given),-5%,-8%,13,11%,2%,0%,-14%
O=C(NCc1nnc2c(-c3nc(C4CC4)no3)cccn12)c1cc(F)ccc1Cl,-6%,-9%,-7,5%,-29%,?,i
COc1cc(OC)c(OC)cc1/C=C/c1nc2cc3ccccc3cc2c(=O)n1-c1ccc(F)c(Cl)c1,nt,nt,7,9%,35%[activator],nt,nt
Cc1cccc(C(=O)NC2CCN(c3cc(-c4ccc(F)cc4)[nH]n3)C2)c1 (stereo not given),0%,?,1,-10%,-19%,?,?

Quoted from the listing.
Cc1nonc1CC(=O)N1CCCC(c2n[nH]c(=O)n2-c2ccccc2)C1 (stereo not given) | HEK293 tox = 1%
O=C(NCC1CC1)c1ccc2nnc(-c3cncc(Cl)c3)n2c1 | IP6K1 inhibitor = 13

Compound activity deposited in PubChem BioAssay by National Center for Advancing Translational Sciences (NCATS).

A portion of the library; count on the stated rates, not on these rows.
